# GALK inhibitor: blocks human galactokinase activity. P51570. Purified GALK, Kinase-Glo residual ATP luminescence. Potency, µM (highest dose often 57.5 µM), for inactives: at the highest dose activity change, negative = inhibition, most hits filed as inhibitors. actives 0.007% (n = 270,000). AID 1868; further: potency means the concentration at half of the fitted maximal effect; on the % scale 0 is the no-effect control and ±100 the full control effect
#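 GALK at 5 nM final was combined with compound, 35 uM ATP and 100 uM galactose in HEPES pH8.0 with MgCl2 and DTT. The reaction ran one hour at room temperature before luminescent ATP detection.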
# FBPA coupling cs: coupling enzyme interference in Giardia aldolase counter-screen; coupling enzyme system counterscreen, AmpLite Red fluorescence; actives 0.67% (n = 290,000); activity change, negative = inhibition, % at 58.2 µM, hits read low; AID 2472; in the data active means activity change below about -30%; further: on the % scale 0 is the no-effect control and ±100 the full control effect
#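 Coupling enzymes only (glyceraldehyde-3-phosphate) + compound, at 57.5 uM final, 10 min RT; add substrate/coupling/AmpLite Red mix, 20 min RT; fluorescence ex 525/em 598 nm. Actives flag coupling-system interference.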
# AT treatment: potential ataxia-telangiectasia treatment; […] A-T fibroblasts, KAP-1 phosphorylation AlphaLISA; neocarzinostatin DNA damage 30 min before lysis; Potency, µM (top dose mostly 57.5 µM), without a hit: at the top dose activation, most hits filed as activators; actives 0.19% (n = 320,000); further: potency means the concentration at half of the fitted maximal effect; % of control where 0% means no effect; nearly all actives have a fitted effect of over 45% in size
#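 ATM-like activity read as KAP-1 phosphorylation via AlphaLISA donor/acceptor antibody pairs after lysis and 6 hr at 25C. Cells were ATM-null patient fibroblasts ([…], hTERT), dosed 60 min, then exposed to the DSB inducer NCS for 30 min.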
# MLL CXXC-DNA inh: inhibitors of human MLL CXXC domain-DNA interaction; AID 2662; actives 0.037% (n = 290,000); Q03164; MLL-CXXC / FITC-HOXA9 DNA fluorescence polarization; Potency, µM (series often up to 115 µM), for the others: top-dose activity change, negative = inhibition, actives largely listed as inhibitors; active means well fitted inhibition curve with a large enough effect in the polarisation, with a control signal flat, not every such curve was filed as active; inconclusive means small, poorly fitted or top-dose-only effect, or effect the other way, or a change in a side signal; inactive means no such curve, though single readings can be large or run the other way; the % refers to the polarisation; further: potency means the concentration at half of the fitted maximal effect
#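 Fluorescence polarization: 7 uM MLL-CXXC (stock) preincubated 5 min with compounds, then 50 nM fluorescein-HOX-A9 DNA (stock) added; 30 min ambient. Buffer 50 mM Tris-HCl pH 7.5, 50 mM NaCl, 1 mM DTT, 0.05% BSA.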
# KCNH2 3.1 inh: KCNH2 3.1 (human) potassium channel inhibition; activity change, % (tested at about 1.8 µM); U2OS KCNH2 3.1, thallium flux FluxOr; stronger effect = lower value; AID 720553; actives 0.95% (n = 340,000);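 active means maximum activity change below -70%; inconclusive means maximum activity change from -70% to -50%; inactive means maximum activity change above -50%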;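 further: thallium influx rate constant from kinetic fluorescence after stimulation buffer; on the % scale 0 is the no-effect control and ±100 the full control effect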
#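 Normalized rate constant (relative to positive and negative DMSO controls) derived from a 2 min kinetic fluorescence read after stimulation; U2OS cells expressing the 3.1 isoform via virus at 1.77 x 10^8 /mL.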
# TRPV1 agonist: agonists of human vanilloid receptor 1 (TRPV1) | AID 540275 | activation, % at 8.33 µM | TRPV1-expressing cells, Fluo-8 calcium influx, agonist mode | Q8NER1 | actives 0.19% (n = 320,000); in the data active means activation above about 80%; inconclusive means between about 30% and that limit; further: 0% is about no effect
# Target sequence (Q8NER1 whole entry, looked up): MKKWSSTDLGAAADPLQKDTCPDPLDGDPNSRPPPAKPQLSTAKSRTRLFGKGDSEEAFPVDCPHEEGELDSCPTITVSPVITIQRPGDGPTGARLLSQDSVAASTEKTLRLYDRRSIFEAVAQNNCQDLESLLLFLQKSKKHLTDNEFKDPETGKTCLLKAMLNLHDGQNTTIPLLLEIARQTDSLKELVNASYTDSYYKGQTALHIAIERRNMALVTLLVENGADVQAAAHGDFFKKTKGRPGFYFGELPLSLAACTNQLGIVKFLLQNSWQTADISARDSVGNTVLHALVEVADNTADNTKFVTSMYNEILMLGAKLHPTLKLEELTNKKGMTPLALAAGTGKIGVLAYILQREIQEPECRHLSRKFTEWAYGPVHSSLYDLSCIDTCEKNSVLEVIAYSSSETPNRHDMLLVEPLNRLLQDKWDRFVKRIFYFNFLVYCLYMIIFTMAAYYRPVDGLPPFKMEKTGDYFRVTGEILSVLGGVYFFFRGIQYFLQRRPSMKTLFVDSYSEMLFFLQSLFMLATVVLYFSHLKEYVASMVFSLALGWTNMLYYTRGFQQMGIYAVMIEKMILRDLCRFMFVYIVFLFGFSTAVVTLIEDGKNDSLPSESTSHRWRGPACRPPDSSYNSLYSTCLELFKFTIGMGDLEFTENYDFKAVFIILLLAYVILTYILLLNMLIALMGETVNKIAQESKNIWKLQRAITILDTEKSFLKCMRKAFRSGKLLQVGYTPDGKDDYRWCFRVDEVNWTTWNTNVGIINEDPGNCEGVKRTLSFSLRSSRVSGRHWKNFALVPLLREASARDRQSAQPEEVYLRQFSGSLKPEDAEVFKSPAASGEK
#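 TRPV1-expressing cells were cultured overnight at 35.5C and loaded with Fluo-8 calcium dye for 40 to 90 min at room temperature. After a 10 s baseline, compound was added and calcium influx was read kinetically for 3 min (ex 480/em 520 nm).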
# Integrin act MD: activates integrin-mediated alleviation for muscular dystrophy. alpha7betagal myoblasts, beta-gal FDG fluorescence, 48 h. Potency, µM (series often up to 38.3 µM), without a hit: at the highest dose activation, usual class: activators. actives 0.064% (n = 350,000);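 further: potency means the concentration at half of the fitted maximal effect; 100% = response of the positive control SU9516; nearly all actives have a fitted effect of over 60% in size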
#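 alpha7betagal+/- myoblasts (passage 13, 250/well) treated 48 h at 37C with compounds at 1:260 dilution of DMSO stock. Lysed, then beta-galactosidase activity read as FDG fluorescence (ex 480/em 540) after 30 min, with pre-read for autofluorescence.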
# ASM inhibitor: human S-ASM enzyme inhibition. P17405. placental ASM, HMU-PC fluorogenic substrate, 60 min. Potency, µM (top dose mostly 57.5 µM), without a hit: at the top dose activity change, negative = inhibition, most hits filed as inhibitors. actives 0.006% (n = 340,000); further: potency means the concentration at half of the fitted maximal effect
#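 HMU-PC0 cleavage (9 uM final) by human placental ASM, 60 min at 37 °C following 10 min compound exposure at RT; stopped at pH 10, fluorescence Ex 386/Em 447 nm.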
# MBNL1 CUG block: MBNL1-poly(CUG) RNA binding inhibition; Potency, µM (doses to about 57.5 µM), inactives show top-dose activity change, negative = inhibition, actives largely listed as inhibitors; actives 0.036% (n = 280,000); TR-FRET MBNL1-His/biotin-(CUG)12 binding, 665/545 ratio; Q9NR56; active means well fitted inhibition curve with a large enough effect in the signal ratio, with a control signal flat, not every such curve was filed as active; inconclusive means small, poorly fitted or top-dose-only effect, or effect the other way, or a change in a side signal; inactive means no such curve, though single readings can be large or run the other way; the % refers to the signal ratio; further: potency means the concentration at half of the fitted maximal effect; on the % scale 0 is the no-effect control and ±100 the full control effect
#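 Compounds (final 92 nM to 58 uM) are added to His-tagged MBNL1 and biotin-(CUG)12, then terbium anti-His antibody and streptavidin-XL665 (5 nM final). After 60 min at room temperature, the 665/545 nm ratio is read.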
# hERG WT inh: KCNH2 (human, wildtype) channel inhibition; Q12809; U2OS, BacMam KCNH2, thallium flux FluxOr; stronger effect = lower value; activity change, % at 1.84 µM; actives 0.37% (n = 340,000);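 active means maximum activity change below -70%; inconclusive means maximum activity change between -70% and -50%; inactive means maximum activity change above -50%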; further: on the % scale 0 is the no-effect control and ±100 the full control effect
#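 U2OS cells transduced with wild-type KCNH2 virus are loaded with FluxOr dye for 45 min, and thallium flux is measured in kinetic reads before and after stimulation buffer. Rate constants are normalized to DMSO controls.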
# Active calls of the source: *; i = inactive; ? = inconclusive; . = not tested or not shown; [ ] = another dose, or the depositor's remark. Unless noted, the call rests on the fitted dose curve; in most records, active means well fitted curve in the direction sought with a large enough effect; inconclusive means small, poorly fitted or top-dose-only effect, or another doubt; inactive means no such curve, though single readings can be large; an effect the other way counts as inactive or inconclusive.
SMILES,GALK inhibitor,FBPA coupling cs,AT treatment,MLL CXXC-DNA inh,KCNH2 3.1 inh,TRPV1 agonist,Integrin act MD,ASM inhibitor,MBNL1 CUG block,hERG WT inh
COc1cc(C2CC(c3ccccc3)=NN2c2ccccc2)ccc1OCC(=O)O (stereo not drawn),0%,7,?,-6%,6,1,8%,.,25%,-3
CCOc1ccc2nc(COC(=O)c3cccc([N+](=O)[O-])c3)c(C(C)=O)[n+]([O-])c2c1,-1%,3,3%,6%,-10,3,-29%,4%,20%,2
CC(NC(=O)CCOc1ccccc1)c1ccccc1 (stereo not drawn),-4%,2,-1%,4%,2,6,-5%,2%,-2%,-17
CSCCC(NC(=O)c1ccc(C(C)(C)C)cc1)C(=O)O (stereo not drawn),-1%,3,-4%,0%,-5,2,-2%,7%,0%,-15
Cc1ccc(/C(C#N)=C\c2cn(C)c3ccccc23)cc1,-3%,-4,6%,9%,.,?,.,.,10%,.
COc1ccc2cc3cc(C(=O)N(C)C4CCCCC4)oc3nc2c1,4%,.,-8%,?,4,19,-10%,53%[activator],32%[activator],-5
CCOc1cccc2cc(C(=O)Nc3cc(C)on3)c(=O)oc12,-3%,-1,2%,15%,-77*,-1,-4%,1%,?,0
COc1ccc(NC(=O)CCN2C(=O)c3ccccc3S2(=O)=O)cc1,0%,3,.,-4%,-4,-4,-16%,0%,0%,4
CC(=O)c1cccc(S(=O)(=O)N2CCCC(c3nc(-c4ccc(C)o4)no3)C2)c1 (stereo not drawn),2%,-2,5%,0%,-12,2,-2%,-5%,17%,4
COc1ccc(S(=O)(=O)N2CCOC2CNC(=O)C(=O)NCc2ccccn2)cc1C (stereo not drawn),7%,-3,-5%,4%,-10,-1,30%,4%,2%,-9
COc1ccc(N(CC(=O)NCc2ccccc2)S(=O)(=O)c2c(C)n[nH]c2C)cc1,3%,0,-2%,19%,1,-3,-2%,3%,-5%,1
COc1ccc(-c2[nH]ncc2CN(C)CCc2c(C)n[nH]c2C)c(F)c1,1%,3,-5%,-12%,6,-1,16%,6%,-6%,-6
CCCc1nc(SCC(N)=O)[nH]c(=O)c1CC,-6%,-10,1%,-10%,13,-2,-17%,-2%,-10%,-16
Cc1nn(C)c(C)c1CN(C)C(=O)C1CCC(=O)N(C2CCCCCC2)C1 (stereo not drawn),6%,4,3%,3%,.,-3,17%,4%,-4%,3
CC(C)(C)NC(=O)COC(=O)c1ccc(F)cc1Cl,4%,2,4%,3%,24,11,15%,0%,-5%,-8

# 4 entries drawn at random from the list so far:
SMILES,GALK inhibitor,FBPA coupling cs,AT treatment,MLL CXXC-DNA inh,KCNH2 3.1 inh,TRPV1 agonist,Integrin act MD,ASM inhibitor,MBNL1 CUG block,hERG WT inh
Cc1ccc(/C(C#N)=C\c2cn(C)c3ccccc23)cc1,-3%,-4,6%,9%,.,?,.,.,10%,.
CSCCC(NC(=O)c1ccc(C(C)(C)C)cc1)C(=O)O (stereo not drawn),-1%,3,-4%,0%,-5,2,-2%,7%,0%,-15
COc1ccc(NC(=O)CCN2C(=O)c3ccccc3S2(=O)=O)cc1,0%,3,.,-4%,-4,-4,-16%,0%,0%,4
CC(=O)c1cccc(S(=O)(=O)N2CCCC(c3nc(-c4ccc(C)o4)no3)C2)c1 (stereo not drawn),2%,-2,5%,0%,-12,2,-2%,-5%,17%,4

# Some of the entries above in another layout:
> COc1cc(C2CC(c3ccccc3)=NN2c2ccccc2)ccc1OCC(=O)O (stereo not drawn)
  GALK inhibitor: 0%; FBPA coupling cs: 7; AT treatment: ?; MLL CXXC-DNA inh: -6%; KCNH2 3.1 inh: 6; TRPV1 agonist: 1; Integrin act MD: 8%; ASM inhibitor: .; MBNL1 CUG block: 25%; hERG WT inh: -3

> COc1ccc(NC(=O)CCN2C(=O)c3ccccc3S2(=O)=O)cc1
  GALK inhibitor: 0%; FBPA coupling cs: 3; AT treatment: .; MLL CXXC-DNA inh: -4%; KCNH2 3.1 inh: -4; TRPV1 agonist: -4; Integrin act MD: -16%; ASM inhibitor: 0%; MBNL1 CUG block: 0%; hERG WT inh: 4

# The results go on.
SMILES,GALK inhibitor,FBPA coupling cs,AT treatment,MLL CXXC-DNA inh,KCNH2 3.1 inh,TRPV1 agonist,Integrin act MD,ASM inhibitor,MBNL1 CUG block,hERG WT inh
CC1(C)CC(=O)C2=C(C1)N(C1CCCCC1)C(=O)C2(O)C(F)(F)F (stereo not drawn),1%,5,12%,-8%,-3,1,13%,2%,-1%,-9
Cc1ccc(Cl)c2c1NC(=O)C2=O,.,.,0%,.,8,.,-20%,4%,.,-4
O=C(NCC1CCCN(C(=O)c2cscn2)C1)c1ccc(-c2ccccc2)cc1 (stereo not drawn),-2%,-2,0%,-9%,-1,1,25%,3%,0%,i
Cc1cccc[n+]1CC(=O)c1ccc([N+](=O)[O-])cc1,.,.,.,.,5,.,-7%,-3%,.,-1
O=C(CSc1ccc2nnc(-c3ccccn3)n2n1)N1CCN(c2ccccc2)CC1,2%,4,14%,3%,-44,.,-3%,6%,8%,26
O=C(c1cccc(S(=O)(=O)N2CCCC2)c1)N1CCN(Cc2ccccc2)CC1,.,.,2%,.,14,-1,15%,-4%,.,-3
CCOc1cc(/C=C2\N=C(C)OC2=O)cc(Cl)c1OCC(=O)OC,.,.,.,.,-7,.,5%,-2%,.,4
CC12CC3(C)CC(C)(C1)CC(C(=O)Nc1nn[nH]n1)(C2)C3,4%,6,.,-2%,0,-1,25%,-10%,4%,16
Cc1ccc(S(=O)(=O)N2CCN(C(=O)C3CC(=O)N(c4ccc5c(c4)OCCO5)C3)CC2)cc1 (stereo not drawn),.,.,-13%,.,-12,2,-3%,-2%,.,-9
CCN(CC)c1ccc2c(Cl)c(Br)c(=O)oc2c1,-3%,1,?,?,-27,.,-65%[inhibitor],271%[activator],372%[activator],-33
O=C1CC(=O)CC(c2ccccc2)C1,4%,4,-1%,12%,0,-4,5%,5%,-6%,1
CC(C)c1ccc(C(=O)N(c2ccccn2)C(C)c2ccco2)cc1 (stereo not drawn),2%,3,-4%,-15%,4,14,-15%,-3%,3%,1
Cc1ccc(-c2nn(CC(N)=O)c(=O)c3ccccc23)cc1S(=O)(=O)N(C)C,0%,-1,3%,1%,.,0,13%,0%,-2%,1
O=C1CC(c2ccco2)Cc2nc(NCC3CCCO3)ncc21 (stereo not drawn),8%,-5,5%,3%,3,2,-20%,0%,10%,4
CCSc1nc2sc3c(c2c(=O)[nH]1)CCc1ccccc1-3,0%,-5,.,16%,.,-2,-2%,-1%,19%,.
O=C1CCCC2=C1Sc1ccc(Cl)cc1N2,4%,-8,-14%,?,17,13,-4%,-3%,?,0
COc1cc2ccccc2cc1C(=O)OCC(=O)c1c(N)n(C)c(=O)n(C)c1=O,.,.,4%,.,15,-1,6%,38%,.,10
Cc1ccc(S(=O)(=O)N(CC(=O)N/N=C/c2ccco2)Cc2ccccc2)cc1,0%,-5,-9%,-1%,-2,10,-13%,-2%,1%,-5
COc1ccccc1CNC(=O)CCC(=O)n1ncc2cc(C)ccc21,.,2,10%,.,6,-2,27%,2%,57%[activator],-7
COc1cc(N)cc(NC(=O)c2ccncc2)c1,1%,3,0%,7%,1,-1,2%,-2%,-11%,-6
COc1ccc(S(=O)(=O)NCCCN2CCCC2=O)cc1OC,-3%,.,7%,-4%,-16,2,63%,2%,?,-26
Cc1oc(-c2ccccc2F)nc1CS(=O)CC(=O)NCc1ccccc1 (stereo not drawn),2%,1,-6%,5%,-3,5,-22%,-1%,-1%,14
COc1cc2c(cc1N/C=C(\C#N)c1nc(-c3ccc(F)cc3)cs1)oc1ccccc12,0%,0,-6%,-8%,11,1,?,3%,5%,-6
CCOC(=O)c1cc(-c2ccccc2)n(CC2CC(c3ccc(OC)cc3)=NO2)n1 (stereo not drawn),.,4,-4%,2%,-8,15,-25%,-16%,-2%,-6
CCN1C(=O)c2cccc3c(S(=O)(=O)Nc4ccncc4)ccc1c23,4%,2,.,0%,9,-2,5%,19%,?,-1
Cc1nnc(SCC(=O)Nc2ccc(Cl)cn2)[nH]c1=O,1%,5,.,-6%,12,3,1%,0%,1%,1

# High-throughput results: PubChem BioAssay, National Center for Advancing Translational Sciences (NCATS)
